ALOX12 inh: ALOX12 (human) lipoxygenase inhibition | P18054 | purified 12hLO, xylenol orange hydroperoxide absorbance | Potency, µM (series often up to 108 µM), inactives show at the top dose activity change, negative = inhibition, most hits filed as inhibitors | 580,000 compounds, 1.1% hits | AID 1671190; active = well fitted inhibition curve with a large enough effect; inconclusive = small, poorly fitted or top-dose-only effect, or another doubt; inactive = no such curve, though single readings can be large or run the other way
Target sequence (P18054 whole entry, looked up): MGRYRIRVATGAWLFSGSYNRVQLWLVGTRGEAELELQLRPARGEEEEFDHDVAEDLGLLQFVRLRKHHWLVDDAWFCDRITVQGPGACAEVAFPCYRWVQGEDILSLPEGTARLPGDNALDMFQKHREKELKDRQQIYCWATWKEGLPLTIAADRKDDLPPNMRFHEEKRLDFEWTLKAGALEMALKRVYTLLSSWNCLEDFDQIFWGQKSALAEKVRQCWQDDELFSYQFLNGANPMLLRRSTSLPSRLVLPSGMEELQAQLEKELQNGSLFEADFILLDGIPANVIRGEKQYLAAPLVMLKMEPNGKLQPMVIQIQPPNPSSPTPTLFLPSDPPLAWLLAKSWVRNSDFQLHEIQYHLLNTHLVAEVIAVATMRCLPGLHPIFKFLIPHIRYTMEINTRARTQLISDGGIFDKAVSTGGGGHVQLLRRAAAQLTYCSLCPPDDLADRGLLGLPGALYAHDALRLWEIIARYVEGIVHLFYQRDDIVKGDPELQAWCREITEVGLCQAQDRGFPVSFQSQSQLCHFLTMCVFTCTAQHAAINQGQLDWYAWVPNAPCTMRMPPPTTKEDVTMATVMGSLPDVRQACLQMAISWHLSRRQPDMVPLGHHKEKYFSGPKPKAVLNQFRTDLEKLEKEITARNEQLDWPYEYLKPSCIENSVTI
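Purified human 12hLO (150 nM final) in 25 mM Hepes, 0.01% Triton X-100, pH 7.0 was preincubated 15 min at room temperature with compound. Then 40 uM arachidonic acid was added, 30 min. Hydroperoxide was read by Fe-XO absorbance ratio 573/405 nm.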
The depositor's hits bear a star; ? = inconclusive; [ ] = dose if it differs, or a comment. % is set by controls: 0 for no effect and ±100 for the full control effect; potency is the fitted concentration of half-maximal effect.

Start of the data: the first five compounds, ahead of the listing:
ALOX12 inh	compound
36.5%	CS(=O)(=O)N1CCCC(C(=O)NC2CCN(Cc3ccccc3)CC2)CCNC(=O)CC1 (stereo unspecified)
28.3%	CCc1ccc(Nc2nc(CSc3ccc(Cl)cc3)nc3sc4c(c23)CCC4)cc1
-0.3%	Cc1c(Cl)ccc2c(C(=O)O)cc(-c3ccccn3)nc12
35.5%	CCCCNC(=O)N1CCC2(CC1)SCC(=O)N2c1ccc(OC)cc1
11.2µM*	C/C(CCc1oc2ccc(Br)cc2c1-c1ccc(C)o1)=N\O

The whole of this part, from the start:
ALOX12 inh	compound
36.5%	CS(=O)(=O)N1CCCC(C(=O)NC2CCN(Cc3ccccc3)CC2)CCNC(=O)CC1 (stereo unspecified)
28.3%	CCc1ccc(Nc2nc(CSc3ccc(Cl)cc3)nc3sc4c(c23)CCC4)cc1
-0.3%	Cc1c(Cl)ccc2c(C(=O)O)cc(-c3ccccn3)nc12
35.5%	CCCCNC(=O)N1CCC2(CC1)SCC(=O)N2c1ccc(OC)cc1
11.2µM*	C/C(CCc1oc2ccc(Br)cc2c1-c1ccc(C)o1)=N\O
29.2%	CC(C)(C)c1ccc(C23OC(=O)C(C)(C)C2OC(=O)C3(C)C)cc1 (stereo unspecified)
-3.5%	Cc1ccc(C(=O)N2CCC(c3n[nH]c(=O)n3-c3ccccc3)CC2)cc1
12.9%	O=C(Nc1cccc(C(F)(F)F)c1)c1cccc(NC(=O)c2ccc[n+]([O-])c2)c1
-8.3%	COc1cccc(-c2nc3ccccc3c(=O)n2NC(=O)c2ccc(F)cc2Cl)c1
0.0%	CCCNC(=O)c1cc2c(c(-c3cccc(-c4ccccc4F)c3)n1)[C@@H](CCO)N(C(=O)CC1CC1)C2
3.8%[12.5 µM]	CC(=O)N1Cc2ccccc2NC(=O)C12CCNC2 (stereo unspecified)
22.0%	Nc1nnnn1NCc1ccc(-c2ccc(Cl)cc2)o1
31.9%	COC[C@@H]1CN(Cc2c(C)n[nH]c2C)C[C@H]1c1nc(C)no1
-28.0%[176 µM]	NC(=O)CN1C(=O)[C@@H]2CN(C(=O)c3ccc4c(c3)OCO4)CCN2C1=O
3.2%	Clc1ccc(Oc2cc(-c3nc4ccccc4s3)c3ccccc3n2)cc1
22.7%	O=C(COC(=O)c1cccs1)c1ccc2c(c1)-c1ccccc1C2
34.1%[activator]	Cn1cc(S(=O)(=O)N2Cc3ccccc3C[C@H]2C(=O)NC(C)(C)C)cn1
-14.7%	CC(C#N)CN(C)C(=O)/C=C/c1ccsc1 (stereo unspecified)
37.6%[activator]	Cc1ccsc1C(=O)N[C@@H]1CN(c2ncccn2)C[C@H]1CN(C)C
?	N#Cc1ncn(CC(=O)Nc2cc(F)ccc2F)n1
?	Oc1ccc(O)c(C2C[C@@H]3CC[C@H]2C3)c1 (stereo partly specified)
?	CN1CC(=O)N(C2CCCNC2)Cc2c1ncnc2N1CCCN(Cc2ccccc2)CC1 (stereo unspecified)
31.0%[activator]	COc1ccc(CNC(=O)CC2CCCCN(Cc3ccccc3)C2=O)cc1 (stereo unspecified)
?	C=CCc1cc(/C=C2\NC(=O)NC2=O)cc(OCC)c1O
-0.3%	COc1ccccc1/C=C/c1nc(C#N)c(NCCCN(C)C)o1
49.9%[activator]	O=C(c1n[nH]c(=O)c2ccccc12)N1CC(CO)C2(CCNCC2)C1 (stereo unspecified)
1.6%[176 µM]	COc1ccc(CNC2(Cc3cc(-c4ccc(F)cc4)on3)COC2)cc1
81.0%[activator]	CN(C)C[C@@H]1CN(Cc2cccnc2)C[C@H]1NC(=O)CCn1cccn1
-25.3%	N#Cc1cccc(N2CCC(Oc3ccc(Cl)cc3)(C(=O)O)CC2)n1
20.1%	COc1ccc(Cl)cc1NC(=O)CCC1CCCN(c2nc(C)cc(C)n2)C1 (stereo unspecified)
80.0%[activator]	CN(C)[C@@H]1CN(C2CCSCC2)CC[C@@H]1CNC(=O)C1CC1
?	Cc1nc(C)c(C(=O)Nc2nn(Cc3ccccc3)c3cccc(OC(C)C)c23)o1
18.9%	Cn1cnc(C(=O)N2CC(F)(F)C[C@H]2c2nc(C3CC3)no2)c1
2.4%	CCCn1nc(C(=O)OCC(=O)Nc2ccc(C)c(C)c2)c2ccccc2c1=O
-6.7%	O=C(O)C1CCCC(C(=O)O)C1 (stereo unspecified)
30.1%	Cc1ccc(-c2[nH]ncc2C=O)cc1C
36.3%[activator]	CC(C)C(=O)N1Cc2ccccc2CC2(CCCN2Cc2ccccn2)C1 (stereo unspecified)
35.3%	O=C(c1cccc(C(F)(F)F)c1)N1CCC(n2cnnc2C2CC2)CC1
12.0%	Fc1ccccc1-c1noc(NCc2ccccc2)n1
0.6%	CCOC(=O)C1=C(CS(=O)(=O)c2cc(Cl)ccc2OC)NC(=O)NC1c1cccc(OC)c1 (stereo unspecified)
51.3%[activator]	COc1nccnc1NC1CCN(C(=O)NC2CCCCC2)CC1
0.0%	CN(C)C[C@@H]1CN(c2ccccn2)C[C@H]1NC(=O)Cc1ccsc1
52.2%[activator]	CC(=O)c1nnn(-c2nc(N3CCCC3)nc(N3CCCC3)n2)c1C
-2.5%	Cc1cccc(-c2nc(CSc3nc(C)c(C)c(=O)[nH]3)c(C)o2)c1
-11.1%	CC(=O)NCC(=O)N1CCCn2cc(-c3ccccc3F)nc21
0.0%[57.4 µM]	O=C(c1cnccn1)N1CCC2(CC1)CN(c1ncccn1)C2
23.1%	Cc1cc(C(F)(F)F)nn1CC(=O)Nc1c(F)cc(F)cc1Br
7.8%[176 µM]	COC[C@@H]1OC[C@@]2(C)C3CC[C@@H](O)[C@@H](CC(=O)N4CCCCC4)[C@]3(C)CC[C@H]2O1 (stereo partly specified)
14.7%	CCCS(=O)(=O)N1C[C@@H](Oc2cccnc2)C[C@H]1C(N)=O
-13.2%	N#Cc1cccc(COc2ccccc2C(N)=O)c1
?	O=C(Nc1ccc(Cl)cc1)c1ccc2c(c1)n(Cc1ccccc1)c(=O)c1ccnn12
7.5%	CCCOc1ccc(NC(=O)COc2ccc(C)c(C)c2)c2cccnc12
-26.6%	Cn1c(=O)c2c(nc(Cl)n2Cc2ccc(Cl)cc2)n(C)c1=O
23.6%	Cc1ccc(C(=O)N2CCCC(c3nc(-c4ccccc4)no3)CCNC(=O)CC2)cn1 (stereo unspecified)
-2.9%	c1csc(-c2nnc3n2C2(CCCC2)Cc2ccccc2-3)c1
?	CN(C)Cc1nnc(C2CC(NC(=O)c3ccc4nccn4c3)C2)n1C (stereo unspecified)
0.1%	CC(On1nnc2ccccc21)C(=O)Nc1ccc(Cl)cc1Cl (stereo unspecified)
-25.7%	COc1ccc(C(=O)Nc2ccc3oc(-c4ccncc4)nc3c2)cc1
?	COc1ccc(NCC2(c3ccnc(-c4cccc(O)c4)c3)CC2)cc1OC
?	CCC(C)N1CCN(C(=O)c2cccc(Cl)c2)CC1 (stereo unspecified)

Random excerpt: seven records from the list, in no set order.
ALOX12 inh	compound
0.1%	CC(On1nnc2ccccc21)C(=O)Nc1ccc(Cl)cc1Cl (stereo unspecified)
-2.9%	c1csc(-c2nnc3n2C2(CCCC2)Cc2ccccc2-3)c1
7.5%	CCCOc1ccc(NC(=O)COc2ccc(C)c(C)c2)c2cccnc12
?	COc1ccc(NCC2(c3ccnc(-c4cccc(O)c4)c3)CC2)cc1OC
-13.2%	N#Cc1cccc(COc2ccccc2C(N)=O)c1
-26.6%	Cn1c(=O)c2c(nc(Cl)n2Cc2ccc(Cl)cc2)n(C)c1=O
?	CN(C)Cc1nnc(C2CC(NC(=O)c3ccc4nccn4c3)C2)n1C (stereo unspecified)

More records
ALOX12 inh	compound
22.8%	COc1ccc(COCC(O)Cn2nc(-c3cc(C)ccc3C)c3ccccc3c2=O)cc1 (stereo unspecified)
32.6%	Cn1nnnc1C1CCCN(C(=O)CCCc2ccccc2)C1 (stereo unspecified)
52.6%[activator]	CCN1c2cc(C(=O)Nc3ccc(C(F)(F)F)cc3)ccc2C(=O)N2CCCCC21 (stereo unspecified)
24.0%	COCCN1C(=O)c2ccccc2C(C(=O)NCc2ccccc2F)C12CCCCC2 (stereo unspecified)
-50.7%	O=S(=O)(Nc1cccc2c1CCCC2)c1ccccc1
?	CC(C)c1ccc(CNC(=O)c2cc3n(n2)CC(c2ccc(Cl)cc2)OC3)cc1 (stereo unspecified)
-1.4%	C[C@@H]1CN([C@@H](C)CO)C(=O)CCCn2nncc2CO[C@H]1CN(C)C(=O)Nc1ccc(N2CCN(C)CC2)cc1
4.7%	CNC(=O)[C@@H]1C[C@@H](NC(=O)c2cccs2)CN1C(=O)Cc1cnccn1
-66.6%	CC(C)C(=O)NCCNC(=O)c1cc(-c2ccncc2)nc2ccccc12
?	N/C(=C\C(=O)c1c(O)c(F)c(F)c(F)c1F)C(=O)O
0.0%	COc1ccc(CCN(C)CCCN2CCc3cc(OC)c(OC)cc3CC2=O)cc1OC
26.1%	CNC(=O)[C@@H]1CN(S(=O)(=O)c2cnc[nH]2)C[C@H]1c1nc(C)no1
-27.8%	COc1ccc(SC(C)C(=O)NC(C)(C#N)C(C)C)cc1 (stereo unspecified)
-6.7%	Cc1ccc(-c2nc(CSc3nc(C)c(CCO)c(=O)[nH]3)c(C)o2)cc1
-2.2%	O/N=C/c1ccccc1Br
33.8%	Cn1nccc1C(=O)N1CCCC1c1nc(C2CCOCC2)no1 (stereo unspecified)
-2.4%	CCn1c(-c2cccc(OC)c2)nc2cc(NC(C)=O)cc(C(=O)N3CCC[C@H]3C(=O)OC)c21
12.1%	C[C@H]1COc2cc(Br)ccc2S(=O)(=O)N1Cc1cn(Cc2ccco2)nn1
?	COC(=O)c1sc(NC(=O)CN2CCc3ccccc32)c(C(=O)OC)c1C
-26.6%	O=c1c(-c2ccccc2)nc2ccccc2n1C(c1ccccn1)c1nc2ccccc2[nH]1 (stereo unspecified)
26.4%	C=C(C)COc1ccc(C(=O)N2CCN3C(=O)CN(C)C(=O)C3C2)cc1 (stereo unspecified)
?	O=C(NC1CCCCCC1)c1ccc2c(Cl)c3c(nc2c1)CCC3
25.9%	Cc1nc(-c2cccc(Cl)c2)n(Cc2ccc(C#N)cc2)c(=O)c1CCO
6.6%	CN(C)C[C@@H]1CN(C2CCOCC2)C[C@H]1NC(=O)c1cc2ccccc2[nH]1
?	Cc1ccccc1CN1CCCC12Cc1ccccc1CNC2=O (stereo unspecified)
?	CCCN1CCCC2(Cc3ccccc3CN(C(C)=O)C2)C1 (stereo unspecified)
9.2%	Cc1cc(NC(=O)NCC(c2ccco2)N(C)C)no1 (stereo unspecified)
-25.5%	CN(Cc1ccccc1)C(=O)NC1CCCC(C(F)(F)F)C1 (stereo unspecified)
?	O=C(NCc1cc(F)cc(F)c1)c1nnn2c1COC(c1ccc(Br)cc1)C2 (stereo unspecified)
111.5%[activator]	CCCCc1ncc(-c2nccn2C2CCNC2)[nH]1 (stereo unspecified)
1.8%[176 µM]	CC1=NOC2(CCN(Cc3ccc(N(C)C)cc3)CC2)C1
12.9%	Cc1cccc(CN2CCCC(O)(CNCC(C)(C)C)C2=O)c1 (stereo unspecified)
2.6%	CCCn1nc(C(=O)Nc2ccc3nc(SC)sc3c2)c2ccccc2c1=O
9.8%	COc1ccccc1-c1ccnc(-n2ncc(C(=O)N3CCN(C(C)C)CC3)c2-c2ccco2)n1
6.5%	Cc1cccc(CNC(=O)C2CCc3sc(C(=O)N4CCOCC4)cc3C2)c1 (stereo unspecified)
?	COc1ccc(CCNC(=O)c2cc3c(s2)-c2c(C)cccc2OC3)cc1OC
62.4%[activator][176 µM]	O=C(Nc1ccc(Cl)nc1)c1ccn2nccc2c1
40.8%[activator]	Cc1ccc2nc(-c3cccc(NC(=O)c4ccc(C#N)cc4F)c3)oc2c1
56.0%[activator]	CC(C)(C)c1oc(C(N)=O)cc1CN1CCC2(CCCNC2=O)C1 (stereo unspecified)
1.9%	Cc1cc(I)ccc1NC(=O)c1nn(C)c(=O)c2ccccc12
-26.7%	CCCCCCCCN1C(=O)[C@H](CC(=O)NCCCOC)C[C@@]2(C(=O)OCC)CCCC=C12
25.5%	O=C(C1CCCN(C2CCN(c3ncnc4sccc34)CC2)C1)N1CCCC1 (stereo unspecified)
10.8%[6.33 µM]	O=C(c1ccccc1)N1Cc2ccccc2CC2(CCCCN2Cc2ccncc2)C1 (stereo unspecified)
7.1%	COc1cc(=O)n2c(c1C(=O)Nc1ccc(Br)cc1)CCCC2
14.4%	CCCC1(CO)CCCN(C(=O)c2ccc(C)c(N3CCNC3=O)c2)C1 (stereo unspecified)
?	Cc1cc(Nc2ccc(O)cc2)c2cc(Cl)ccc2n1
32.0%[activator]	Cc1nc(CNC(=O)c2cccc(S(=O)(=O)N3CCC[C@H]3CO)c2)no1
55.6%[activator][176 µM]	C=CCNC(=O)[C@@H]1Cc2cn(CC#CC)c3cccc(c23)[C@H](CC(C)C)N1
-3.6%	O=C(/C=C/NCc1ccccc1)C(F)(F)F
52.0%[activator][176 µM]	Fc1ccc2nc(CO[C@H]3CN(C4CCOCC4)C[C@H]3F)[nH]c2c1
5.6%	Cc1ccccc1CC(=O)Nc1cccc2cccnc12
?	COc1cccc(NC(=O)Nc2cccc(-c3ccc(N4CCOCC4)nn3)c2)c1
51.1%[activator]	CCOc1cc(/C=N/O)cc(Cl)c1OCC(=O)NN
-8.2%	COc1ccc(C(=O)N2CC(Oc3ccccc3-c3nc(-c4cnccn4)no3)C2)cn1
9.4%	Cn1c(=O)c2c(ncn2Cc2ccccc2Cl)n(C)c1=O
36.2%[activator]	Cn1ncc(N2CCC(CNC(=O)c3cn4cccnc4n3)C2)cc1=O (stereo unspecified)
1.41µM*	O=C(Cc1ccc(Cl)cc1)N1CCC2(CC1)NC(=O)N(c1ccccc1Cl)N2
10.8%	COc1cc(C(=O)N2CCC(c3n[nH]c(=O)n3-c3ccccc3)CC2)cc(OC)c1OC
8.6%[12.5 µM]	CNC(C)c1cccc(OC)c1 (stereo unspecified)

The list is partial, so the mix of outcomes need not match the whole.
